Growth percent in the NCI-60 one-dose screen (48 h, 10 µM unless noted): 100 = growth as untreated, 0 = no growth, -100 = all killed.
HL-60(TB) = HL-60(TB) leukemia cells. 78,000 tested, 9% active; active = growth percent below 10
Active calls of the source: *; [ ] = remark or other dose. These rows are one share of the data; the hit share may differ from the screen's.

SMILES	HL-60(TB)
Cn1cc(-c2cc(N)n3nc(-c4c[nH]c5ccccc45)cc3n2)c2ccccc21	-24*
CCCCOc1ccc(NC(=O)n2nc(NC(C)=O)c3ccccc32)cc1	94
O=C1NNC=Nc2c1cnn2-c1ccccc1	102
Nc1ccc(C2=NNC(=O)Cc3cc4c(cc32)OCCO4)cc1	99
O=C(O)c1cn(C2CC2)c2cc(N3CCN(Cn4nc(-c5cccc(Cl)c5)n(-c5ccccc5)c4=S)CC3)c(F)cc2c1=O	108
C(=C\c1n(Cc2ccc3ccccc3c2)c(-c2ccccc2)c(-c2ccccc2)[n+]1Cc1ccc2ccccc2c1)/c1ccccc1	-42*
O=C1/C(=C/c2ccc([N+](=O)[O-])s2)Oc2ccccc21	-8.0*
CC(C)(C)n1cc(-c2ccnc(NCCCNS(=O)(=O)c3cccc4ccccc34)n2)c(-c2ccc(Cl)c(O)c2)n1	117
C(=Nc1cnc2ccccc2c1)c1ccnc2ccccc12	40
COc1ccc(-c2nc(SC)nc(Cl)c2C#N)cc1	69
CCOc1ccc(C(O)CN(C)Cc2ccccc2)cc1Cl (stereo unspecified)	103
O=S(=O)(Nc1nnc(-c2cc(O)c(O)c(O)c2)s1)c1ccccc1	101
O=C1C(N2CC2)=C(N2CC2)C(=O)C(N2CC2)=C1N1CC1	22
OC(COc1cccc2ccccc12)CN1CCN(c2ccccc2Cl)CC1 (stereo unspecified)	103
CCn1c(/C(C#N)=C/c2c(Cl)cncc2Cl)nc2ccccc21	58
COC(=O)c1cc(-c2ccccn2)[nH]c(=O)c1C#N	94
C=C(C)[C@@H]1CCC[C@]2(COS(=O)(=O)c3ccc(C)cc3)CC[C@]3(C)[C@@H](CC[C@@H]4[C@@]5(C)CCCNC(C)(C)[C@@H]5CC[C@]43C)[C@@H]12	-35*
CC(C)(C)CC(C)(C)Nc1c(-c2ccc3c(c2)OCO3)nc2cnccn12	78
COc1ccc2c(c1)CC/C(=C\c1cccnc1OC)C2=O	101
Clc1ccc(/C=N\N=C\c2ccc(Cl)c(Cl)c2)cc1Cl	135
Cc1nc(Cl)c([C@H](O)COS(N)(=O)=O)s1	101
COc1ccc(CC2NCCc3cc(OC)c(OC)cc32)cc1OC (stereo unspecified)	99
C=CCn1c(-c2ccc(-c3nc4ccc(C)cc4[nH]3)cc2)n[nH]c1=S	110
Cc1cccc(-[n+]2noc(N)n2)c1	31
CC(=O)Oc1cc(C)c(OC(C)=O)c(C)c1C	101
OC[P+](CO)(CO)CO	100
Oc1[nH]c2ccccc2c1N=NC(=S)N/N=C\c1c[nH]c2ccccc12	95
CC1(C)CC(=O)C(c2ccccc2)(c2ccccc2)C(=O)C1	106
COc1ccc(Cc2nnc(SCC(=O)c3ccc(Cl)cc3)n2-c2ccccc2)cc1	101
OCCNc1nc(Nc2ccc(Cl)cc2)nc(Nc2ccc(C3=NN(c4cc(Cl)cc(Cl)c4)C(c4ccc(Cl)cc4)C3)cc2)n1 (stereo unspecified)	104
COC(=O)/C(CCC=C(C)C)=C1\[C@@H](OC(C)=O)C[C@@]2(C)[C@H]1C[C@@H](OCCC#N)[C@H]1[C@@]3(C)CC[C@@H](OCCC#N)[C@@H](C)[C@@H]3CC[C@@]12C	48
COc1ccc(CCc2ccccn2)cc1	110
Cc1ccc(C(=O)NNC(=O)c2sc3ncc(-c4ccc(Br)cc4)n3c2C)cc1	94
CCN(C(=O)N1CCN(c2cc3c(cc2F)c(=O)c(C(=O)O)cn3C2CC2)CC1)c1nc(-c2ccc(C)cc2)cs1	7.5*
O=C(NN1C(=O)c2ccccc2C1=O)c1ccc(Nc2ncnc3c2cnn3-c2cccc(F)c2)cc1	121
COc1cc(NCC(=O)Nc2cc(Nc3c(F)cccc3F)ncn2)c(Cl)c(OC)c1Cl	103
CCOC(C)=C(C#N)C#N	89
COc1ccccc1C(=O)CSc1nc(Nc2cccc(S(N)(=O)=O)c2)c2ccccc2n1	91
CC(C)NC(=O)c1cc(-c2ccc(NC(=O)Nc3ccc(N4CCOCC4)c(C(F)(F)F)c3)cc2)nc2cccnc12	13
N=c1c(S(=O)(=O)c2ccccc2)cc2c(=O)n3ccccc3nc2n1Cc1ccccc1	101
COP(N)(=S)Oc1cc(Cl)c(Cl)cc1Cl (stereo unspecified)	78
Cc1ccc(-c2nc(SCC(=O)c3ccccc3)[nH]c(=O)c2C#N)cc1	99
C=C1CCC2C3(C)COC(c4ccc(SC)cc4)OC3CCC2(C)C1C/C=C1/C(=O)OCC1O (stereo unspecified)	-12*
NNc1ncnc2sc3c(c12)CCN(Cc1ccccc1)C3	19
COc1ccc(-c2nc(SCC(=O)Nc3nc4ccc(C)cc4s3)[nH]c(=O)c2C#N)cc1	132
CC(C)(C)N1C(=O)c2ccccc2C1=O	93
Cc1cc(=O)oc2cc(OC(=O)N3CCOCC3)ccc12	104
O=C(O)Cc1ccc(Br)cc1	109
COc1cc(-c2c(-c3ccccc3)noc2C(=O)Nc2ccc(OC(F)(F)Cl)cc2)c(OC)c2c1OCO2	100
CC(=O)OCC1OC(n2ccc(N)nc2=O)C(OC(C)=O)C1OC(C)=O (stereo unspecified)	63
C=C1C(=O)O[C@H]2[C@H]1CC/C(CNC(=O)c1cc3cc(OC)ccc3[nH]1)=C\CC[C@@]1(C)O[C@@H]21	-21*
CCOC(=O)c1c(C)oc(C)c(C(=O)OCC)c1=O	61
N#Cc1nnn(-c2ccc(S(N)(=O)=O)cc2)c1/N=C/c1ccc(Cl)cc1	87
O=C(Nc1cccc(C(F)(F)F)c1)c1cncc(C#Cc2cnc3cccnn23)c1	30
O=C1N/C(=N/N=C(c2ccccc2)c2ccccc2)S/C1=C\c1ccc([N+](=O)[O-])cc1	96
CCCC(=O)Nc1ccccc1C	98
COC(=O)/C=C(\C)Nc1ccc([N+](=O)[O-])cc1	91
COc1ccccc1OCC(O)CN1CCN(c2ccc(C)cc2)CC1 (stereo unspecified)	135
Cc1cn(C2CC(N=[N+]=[N-])C(COP(=O)(O)OP(=O)(O)OP(=O)(O)O)O2)c(=O)[nH]c1=O (stereo unspecified)	-96*
CC(=O)NNc1nc(C)c(C(=O)NNC(=O)C(=O)Nc2cccc(C(C)=O)c2)s1	102

Given with bars between the fields: part of the list above
SMILES | HL-60(TB)
CC(C)(C)N1C(=O)c2ccccc2C1=O | 93
Cc1cc(=O)oc2cc(OC(=O)N3CCOCC3)ccc12 | 104
O=C(O)Cc1ccc(Br)cc1 | 109
COc1cc(-c2c(-c3ccccc3)noc2C(=O)Nc2ccc(OC(F)(F)Cl)cc2)c(OC)c2c1OCO2 | 100
CC(=O)OCC1OC(n2ccc(N)nc2=O)C(OC(C)=O)C1OC(C)=O (stereo unspecified) | 63
C=C1C(=O)O[C@H]2[C@H]1CC/C(CNC(=O)c1cc3cc(OC)ccc3[nH]1)=C\CC[C@@]1(C)O[C@@H]21 | -21*
CCOC(=O)c1c(C)oc(C)c(C(=O)OCC)c1=O | 61
N#Cc1nnn(-c2ccc(S(N)(=O)=O)cc2)c1/N=C/c1ccc(Cl)cc1 | 87
O=C(Nc1cccc(C(F)(F)F)c1)c1cncc(C#Cc2cnc3cccnn23)c1 | 30
O=C1N/C(=N/N=C(c2ccccc2)c2ccccc2)S/C1=C\c1ccc([N+](=O)[O-])cc1 | 96
CCCC(=O)Nc1ccccc1C | 98
COC(=O)/C=C(\C)Nc1ccc([N+](=O)[O-])cc1 | 91
COc1ccccc1OCC(O)CN1CCN(c2ccc(C)cc2)CC1 (stereo unspecified) | 135
Cc1cn(C2CC(N=[N+]=[N-])C(COP(=O)(O)OP(=O)(O)OP(=O)(O)O)O2)c(=O)[nH]c1=O (stereo unspecified) | -96*
CC(=O)NNc1nc(C)c(C(=O)NNC(=O)C(=O)Nc2cccc(C(C)=O)c2)s1 | 102

(more compounds)
SMILES	HL-60(TB)
Cc1cc(C)c2c(S(=O)(=O)N3CCC(C)CC3)[nH]nc2n1	97
Cc1[nH]c(=O)[nH]c(=O)c1Cc1ccccc1	86
CC1(C)CC(=O)C(c2c(-c3ccccc3)[nH]c3nc(N)nc(N)c23)=C(O)C1	135
CCOC(=O)c1c(C(=O)c2cn(C)c3ccc(Cl)cc23)c(-c2cn(C)c3ccc(Cl)cc23)n(NC(=O)OC(C)(C)C)c1C	106[100 µM]
CN1CCN(c2ccc(Nc3ncnc4c3nnn4CCc3ccccc3)cc2)CC1	128
O=C1Nc2ccccc2/C1=C/C(=O)c1ccc(N2CCCC2)cc1	-11*
CCOC(=O)CCCCNC1(c2ccc(F)cc2)C2CC3CC(C2)CC1C3 (stereo unspecified)	93
CC(=O)c1c(C)[nH]c(-c2nc3ccc(N4CCN(C)CC4)cc3[nH]2)c1-c1ccc(OCC2CCOCC2)cc1	-13*
Cc1cc(=O)oc(C)c1C(=O)O	107
CS(=O)(=O)c1ccc(Nc2nc(N[C@H]3CCCC[C@H]3N)nc3cc[nH]c(=O)c23)cc1	-17*
COc1ccc(/C=C2\Oc3cc(C)c(Cl)c(C)c3C2=O)cc1OC	86
CCOC(=O)c1c[nH]c2c(Cl)c3c(cc2c1=O)[N+](=O)N=N3	101
C=CCCC1(C(C)C)C(=O)NC(=S)NC1=O	69
N#CCC1CC2CCC1C2 (stereo unspecified)	104
CCCn1cnc2c(=S)nc(N)[nH]c21	176
COc1ccc(C(=O)C[N+]23CN4CN(CN(C4)C2)C3)cc1	94
COc1ccc(N=NN(C)C)cc1	112
CCCOC(=O)NC(C)(C)C	96
Cc1ccc(NS(=O)(=O)c2ccccc2)cc1	99
O=C1C=CC(=O)N1c1ccccc1[N+](=O)[O-]	96
OCCN1CCN=C1Cc1ccccc1	91
CCOC(=O)C(C)(C)C(C)=O	90
CC(C)N(CCOC(=O)c1cc(Cl)cc(-c2ccccc2)c1O)C(C)C	108
NS(=O)(=O)c1ccc(-c2cc(-c3nnc(SCC(=O)Nc4ccc(C(=O)/C=C/c5ccc(Cl)cc5)cc4)n3-c3ccccc3)c3ccccc3n2)cc1	92
COc1cc(-n2cc(-c3cc(O)c(C/C=C(\C)CCC=C(C)C)c(O)c3)nn2)cc2c1O[C@]1(C)CC[C@@H](O)C(C)(C)[C@H]1C2	-14*
Cc1ccc(S(=O)(=O)NCCNc2cc(-c3cn(C(C)(C)C)nc3-c3cccc(O)c3)ccn2)cc1	66
O=C1c2cccc3cccc(c23)C(=O)N1N1C(=O)c2cccc3c(N4CCNCC4)ccc(c23)C1=O	65
CC(=O)CC(c1ccccc1)c1c(C)[nH]c2ccccc12 (stereo unspecified)	107
Cc1ccc(NC(=O)CN2CCOCC2)cc1Cl	74
CN(C)N=Nc1ccc2cnn(C(=O)Nc3ccc(Cc4ccccc4)cc3)c2c1	95
O=[P@@]1(c2ccccc2)O[C@H](COCc2ccccc2)[C@@H](OCc2ccccc2)[C@H](OCc2ccccc2)[C@@H]1O	76
O=C1O[C@H]2c3ccccc3-c3c4c(cc5c3[C@@H]2N1CC5)OCO4	97
CSCCC(NC(=O)c1c(Cl)ccc(Cl)c1Cl)C(=O)O (stereo unspecified)	105
C=C1CC[C@H]2[C@@](C)(CCC3OC(c4ccc(OCc5cn(CCOC6OC(COC(C)=O)C(OC(C)=O)C(OC(C)=O)C6OC(C)=O)nn5)cc4)OC[C@]32C)[C@@H]1/C=C/C1=CCOC1=O (stereo partly specified)	88
C/C=C/C=N/NC(=S)Nc1ccccc1	82
C#Cc1ccc(C(=O)NCc2ccc(/C=C/C(=O)c3nccn3C)cc2)cc1	0.7*
CCCCCCCCn1ncc2c(N[C@H](C)c3ccccc3)ncnc21	102
C=CCOC(=O)C1=C(C)N(CC)C(=O)N(CC)C1c1c(Cl)n(C)c2ccccc12 (stereo unspecified)	97
O=C(CCOCc1ccccc1)OCc1ccccc1	83
Nc1c(N)c2ccccc2c2ccccc12	104
O=[N+]([O-])c1c(NCc2ccco2)ncnc1NCc1ccco1	98
Cc1ccc(COC(=O)c2cccnc2)cc1	107
CCCCCCCC(CCCCCCC)C(=O)O	110
COc1cc2nc(Sc3nnc(N)s3)n(-c3ccc(Oc4ccccc4)cc3)c(=O)c2cc1OC	78
O=C(NC1CCCCC1)c1ccc(Cl)cc1	93
FC(F)(F)c1cc(-c2nnc3n2NC(=NCC2CC2)CS3)cc(C(F)(F)F)c1	104
N#Cc1ccc(C(=O)CSc2nc(Nc3ccc(S(N)(=O)=O)cc3)c3ccccc3n2)cc1	105
C=CCNC(=O)SCC	79
CCOc1ccc(/C=N/N=C(N)N)cc1OCC	65
O=C1c2ccccc2C23C(=C(c4cncnc4)c4cc(C(F)(F)F)ccc42)CCCN13 (stereo unspecified)	89
Clc1ccccc1Oc1ccc(Nc2ncnc3onc(-c4ccccc4)c23)cc1	92
Cc1ccccc1/C=C/c1nn2c(-c3cccnc3)nnc2s1	115
CCOP(=O)(OCC)C(NC(=O)c1ccc(C)cc1)C1=NCCS1 (stereo unspecified)	102
CC(C)=NNc1ccccn1	35
O=C(N/N=C/c1ccc([N+](=O)[O-])cc1)c1ccc2nc(-c3ccc(Cl)cc3)[nH]c2c1	6.6*
N#Cc1c(-c2ccc(Br)cc2)nc2n[nH]c(-c3ccc(Br)cc3)c2c1-c1cccs1	57
CN(C)c1ccc(/C=C(\C#N)C(N)=O)cc1	97
CCOC(=O)CSc1nc(-c2cc3ccccc3o2)cc(-c2ccc(Cl)cc2)c1C#N	108
Cc1nn2c(/C=C3/C(=O)Nc4ccccc43)c(-c3ccccc3)nc2s1	88
NS(=O)(=O)c1ccc(-n2nc(-c3ccc(Cl)cc3)ccc2=O)cc1	84
The list continues.
SMILES	HL-60(TB)
NC(=O)c1ccccc1C(N)=O	60
O=C1/C=C/[C@@H](O)[C@@H]2C[C@@H](O)C[C@H]2/C=C/CCC[C@H](CCc2ccc(NC(=S)Nc3ccc4c(c3)C(=O)OC43c4ccc(O)cc4Oc4cc(O)ccc43)cc2)O1	4.7*
COc1cc2cc3c(nc2cc1OC)CCN3Cc1ccc(NC(=O)c2cc(C(F)(F)F)cc(C(F)(F)F)c2)cc1	92
COc1cccc(NC(=O)c2c(-c3ccccc3)c(-c3ccccc3)n[nH]c2=O)c1	96
CCN(CC)Cc1nc2ccccc2c(=O)n1/N=C/c1ccc(OC)cc1	103
CN(NC1CCC(=O)N1)c1ccccc1 (stereo unspecified)	95
Cc1ccc2[nH]c(=O)c(/C=N/Nc3nc(-c4ccccc4)cs3)c(O)c2c1	102

Assay outcomes as filed in PubChem.
